# Screening data from PubChem BioAssay.
# PglD inh = blocks C. jejuni PglD acetyltransferase activity; hit rate 0.098% among 360,000; AID 602405; purified PglD enzyme, DTNB colorimetric CoA detection; inhibition, % at 12.5 µM; in the data active = inhibition above about 16%, passing the limit was not always enough; note: strong numbers were not always called active
# PAX8 reporter = lowers PAX8-driven luciferase in RMG-I cells. RMG-I TPO-luciferase reporter, SteadyGlo, 24 h. inhibition, % at 12.6 µM. hit rate 1.2% among 360,000. AID 652154;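 active = mean replicate inhibition at least 60% with every replicate also reaching 60%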;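 note: luciferase light reporting Pax8 driven TPO promoter activity; plate controls were median of neutral control wells for no effect and mitoxantrone controls for full effect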
# PGC1a acetyl inh = PGC1a acetylation modulation, inhibitor mode; hit rate 0.17% among 350,000; AID 651687; inhibition, % at 15.6 µM; U2OS PGC1a acetylation, AlphaScreen anti-acetyl-lysine; with virally co-expressed GCN5 acetyltransferase;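 active = every replicate shows inhibition of at least 40%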;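 note: 0% = neutral control wells and 100% = positive control wells; some results beyond the cut were filed as inactive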
# FN deposition inh = fibronectin deposition inhibition | AH1F fibroblasts, Alexa488-fibronectin deposition fluorescence, overnight | inhibition, % at 12.6 µM | hit rate 0.086% among 350,000;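 active = mean inhibition across replicates of 30% or more, regardless of how many single replicates reach that level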;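 note: positive control wells lacked labelled fibronectin entirely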
#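 test system = AH1F fibroblasts assembling fluorescent fibronectin matrix | quantity = 10000 AH1F cells per well | buffer or medium = DMEM plus 2% serum, read in PBS | doses = single dose, pinned | incubation = 1 h cell attachment, overnight exposure to compound and label | detection = fluorescence at 485 nm excitation, 525 nm emission | read-out basis = inhibition from reduced deposited-fibronectin fluorescence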
# S100A4 inh HTS = inhibitors of human S100A4 binding to myosin IIA peptide. P26447. S100A4/TAMRA-MyoIIA peptide fluorescence polarization. inhibition, % at 10.7 µM. hit rate 0.14% among 360,000. AID 652163;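 active = mean inhibition of at least 70% across replicates, with every replicate also reaching that level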
# Target sequence (P26447 whole entry, looked up): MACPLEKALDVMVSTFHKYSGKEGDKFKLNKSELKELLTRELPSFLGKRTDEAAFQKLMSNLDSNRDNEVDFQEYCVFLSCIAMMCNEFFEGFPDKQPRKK
#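 Assay system: human S100A4 monomer with TAMRA-labelled myosin IIA peptide / Buffer or medium: Calcium-containing HEPES buffer, pH 7.2 / Reagent: TAMRA-labelled myosin IIA heavy-chain peptide probe, 5 nM / Compound: one dose per compound / Timing: polarization read 5 min after assay mix addition, stable 5–60 min / Benchmarks: neutral control DMSO, positive control TFP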
# LGR2 inh = Drosophila LGR2 receptor signaling inhibition | HEK293 LGR2, CRE-luciferase, bursicon-stimulated, 4 h | inhibition, % at 9.99 µM | hit rate 0.35% among 380,000;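 active = drop in luminescence signal, shown as inhibition above about 50% in the replicate tests, limit read from the data, passing the limit was not always enough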;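 note: agonist challenge used bursicon conditioned medium at about half maximal strength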
# ERAP1 inh = inhibitors of human ERAP1 aminopeptidase; Q9NZ08; recombinant ERAP1, Leu-AMC fluorescence, 60 min; inhibition, % at 10.7 µM; hit rate 0.15% among 340,000; AID 652197;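 active = mean replicate inhibition of at least 30%, or all replicates individually reaching that 30% level; inactive = mean below 30% and not every replicate reaching it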;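 note: 0% = neutral control wells and 100% = L-leucinethiol positive control wells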
# Target sequence (Q9NZ08 whole entry, looked up): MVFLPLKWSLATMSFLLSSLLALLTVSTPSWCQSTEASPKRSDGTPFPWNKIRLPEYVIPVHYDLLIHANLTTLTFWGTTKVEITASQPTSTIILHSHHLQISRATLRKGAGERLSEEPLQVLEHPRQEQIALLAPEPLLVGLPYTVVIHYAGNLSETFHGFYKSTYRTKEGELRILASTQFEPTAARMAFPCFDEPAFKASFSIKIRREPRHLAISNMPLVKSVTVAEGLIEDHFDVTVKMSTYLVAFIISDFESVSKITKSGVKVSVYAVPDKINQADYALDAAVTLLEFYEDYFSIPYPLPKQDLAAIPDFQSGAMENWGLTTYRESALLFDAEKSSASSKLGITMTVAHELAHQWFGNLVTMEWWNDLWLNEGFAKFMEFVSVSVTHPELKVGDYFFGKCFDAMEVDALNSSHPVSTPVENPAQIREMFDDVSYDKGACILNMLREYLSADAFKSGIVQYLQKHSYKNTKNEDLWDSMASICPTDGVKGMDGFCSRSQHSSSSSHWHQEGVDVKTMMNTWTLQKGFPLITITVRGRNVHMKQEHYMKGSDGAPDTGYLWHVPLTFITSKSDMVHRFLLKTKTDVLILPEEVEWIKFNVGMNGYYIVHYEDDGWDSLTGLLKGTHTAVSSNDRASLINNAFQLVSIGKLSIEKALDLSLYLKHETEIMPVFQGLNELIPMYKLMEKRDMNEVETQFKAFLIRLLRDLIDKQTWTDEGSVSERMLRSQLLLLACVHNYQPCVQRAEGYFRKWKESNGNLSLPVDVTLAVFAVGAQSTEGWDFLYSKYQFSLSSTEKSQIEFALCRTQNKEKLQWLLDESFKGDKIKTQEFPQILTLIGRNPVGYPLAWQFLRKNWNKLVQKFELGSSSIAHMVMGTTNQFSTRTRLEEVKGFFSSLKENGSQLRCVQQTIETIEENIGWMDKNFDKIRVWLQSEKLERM
# EWS-Fli block = blocks EWS/Fli oncoprotein-driven transcription | A673 NR0B1-luciferase reporter, viability-normalised | AID 651661 | hit rate 0.67% among 350,000 | inhibition, % at 12.6 µM;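 active = mean inhibition of at least 50% after viability correction, with every replicate also passing that limit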;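 note: firefly luciferase signal divided by Alamar Blue viability fluorescence both relative to DMSO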
# Numbers without * were called inactive; . = no result given.
SMILES,PglD inh,PAX8 reporter,PGC1a acetyl inh,FN deposition inh,S100A4 inh HTS,LGR2 inh,ERAP1 inh,EWS-Fli block
Cc1ccccc1OCC(=O)NNC(=O)c1ccc(-c2ccccc2)cc1,3,.,-6,.,-6,-4,1,5
C[C@H](CO)N1C[C@H](C)[C@@H](CN(C)C(=O)CC2CC2)Oc2cc(-c3cncnc3)ccc2S1(=O)=O,-3,.,0,-1,-4,-1,-2,-4
CC=Cc1ccc2n(c1=O)C[C@H]1[C@H](CO)[C@@H](C(=O)N3CCc4ccccc4C3)N[C@@H]21 (mixture of isomers),-1,.,.,.,-2,0,-4,0
C[C@@H]1CN([C@H](C)CO)S(=O)(=O)c2ccc(-c3ccncc3)cc2O[C@@H]1CN(C)C(=O)CN(C)C,0,-30,13,.,3,-13,0,-4
C[C@@H]1CN([C@H](C)CO)C(=O)c2cccc(NC(=O)Nc3ccccc3)c2O[C@@H]1CN(C)Cc1ccc2c(c1)OCO2,.,1,-5,.,6,-5,-3,-7
C=CCOC(=O)C(C#N)c1nc2ccccc2nc1N1CCN(c2ccccc2OCC)CC1 (centres undefined),.,14,.,1,0,.,-1,7
O=c1c2ccccc2sn1-c1ccc(F)cc1,7,-32,8,20,1,-19,52*,14
O=C(Cc1ccccc1)N1CC[C@@H]2[C@H]1c1cc(C#Cc3ccccc3)ccc1N[C@@H]2CO,1,58,-64,17,13,36,-3,36
Cc1cc(C(=O)Nc2cccc3c2O[C@@H](CN(C)C(=O)Nc2ccc(C(F)(F)F)cc2)[C@@H](C)CN([C@H](C)CO)C3=O)n(C)n1,1,2,-1,.,10,-12,0,4
Cc1cc(C)nc(SCC(=O)NN=C2CCCC2)n1,.,1,.,10,-2,18,-1,-1
COc1ccccc1C(=O)OCC(=O)N1CCC(Cc2ccccc2)CC1,-5,-8,.,11,0,-72,-2,-51
Cc1sc(NC(=O)CS(=O)(=O)c2ccccc2)c(C(N)=O)c1C,-2,-108,10,-3,-7,-15,1,-51
CC[C@]12c3[nH]c4ccccc4c3CCN1C(=O)C(CC(=O)NCc1ccc(OC)c(OC)c1)C[C@@H]2C(=O)N1CCN(C(=O)C2CC2)CC1 (some centres undefined),5,7,3,-3,4,0,0,-3
CCn1cc(C2=NOC(C(=O)Nc3ccccc3C(=O)OC)C2)c(C)n1 (centres undefined),.,.,-8,.,7,.,0,14
Cc1ccccc1NC(=O)CN1C(=O)S/C(=C/c2cccnc2)C1=O,-2,-3,-3,-1,10,12,-1,-1

# Given field by field: two of the compounds above.
CC[C@]12c3[nH]c4ccccc4c3CCN1C(=O)C(CC(=O)NCc1ccc(OC)c(OC)c1)C[C@@H]2C(=O)N1CCN(C(=O)C2CC2)CC1 (some centres undefined)
  PglD inh = 5 | PAX8 reporter = 7 | PGC1a acetyl inh = 3 | FN deposition inh = -3 | S100A4 inh HTS = 4 | LGR2 inh = 0 | ERAP1 inh = 0 | EWS-Fli block = -3
Cc1cc(C(=O)Nc2cccc3c2O[C@@H](CN(C)C(=O)Nc2ccc(C(F)(F)F)cc2)[C@@H](C)CN([C@H](C)CO)C3=O)n(C)n1
  PglD inh = 1 | PAX8 reporter = 2 | PGC1a acetyl inh = -1 | FN deposition inh = . | S100A4 inh HTS = 10 | LGR2 inh = -12 | ERAP1 inh = 0 | EWS-Fli block = 4

# Further entries.
SMILES,PglD inh,PAX8 reporter,PGC1a acetyl inh,FN deposition inh,S100A4 inh HTS,LGR2 inh,ERAP1 inh,EWS-Fli block
CO[C@@H]1CN(C)C(=O)c2ccc(NC(=O)c3ccccc3)cc2OC[C@H](C)N(C(=O)C2CC2)C[C@H]1C,3,-16,-2,-21,.,1,.,-4
CC(C)Oc1ccc(C(=O)Nc2nnc(C3=COCCO3)o2)cc1,4,-19,-2,8,-1,-17,0,-3
Cc1ccc2cc(CCNC(=O)C3CCCCC3)c(=O)[nH]c2c1C,6,-10,4,9,6,12,-6,-5
Cc1ccc(OCc2nc3ccccc3n2C(C(=O)NC(C)(C)C)c2ccccc2)cc1 (centres undefined),.,19,.,3,-1,-11,-3,-10
CCOc1ccccc1Nc1nc2ccccc2n1C(C)C,6,-9,.,1,8,10,10,-6
CCOc1ccccc1NC(=O)CSc1n[nH]c(=O)n1-c1ccccc1,6,14,12,4,-1,-4,1,8
Cc1cccc(NC(=O)CSCC(=O)Nc2ccc(S(=O)(=O)N3CCCCC3)cc2)c1,4,-4,.,-16,-2,6,0,-5
Brc1ccc(-c2noc(COc3ccc4c(c3)CCC4)n2)o1,.,0,4,7,2,-43,1,-7
COc1cccc(C(C)(O)c2nc(-c3cccc(C(C)C)c3)cs2)c1 (centres undefined),-2,4,-7,-3,0,8,-1,7
COc1cc2[nH]c(=S)nc(Nc3ccc(NC(C)=O)cc3)c2cc1OC,.,-7,.,-8,-7,4,8,-2
CCCCCCCC(=O)Nc1cc(C(=O)NCc2ccc(C)cc2)ccc1N1CCC2(CC1)CC(c1ccccc1)=NO2,4,-19,-3,-4,0,-24,0,-6
CC1CCCC(NC(=O)c2cc(-c3ccncc3)nc3ccccc23)C1C (centres undefined),0,-4,-9,-1,2,7,2,14
CCOC(=O)c1ccc(NC(=O)CCc2nnc3ccc(N4CCCC4)nn23)cc1,-5,0,.,1,-7,1,1,-19
O=C(Nc1ccc2c(c1)OCCO2)c1cncc(Br)c1,-3,-126,8,3,.,.,.,.
COc1ccc(NC(=O)c2cc(CC(C)C)on2)cc1OC,-4,-100,-9,4,6,.,-4,-12
COc1cccc(Oc2nccc(N(C)C)c2C#N)c1,-2,-124,2,.,5,-28,2,-26
CCCCn1c(SCC(=O)Nc2ccc(NC(C)=O)cc2)nc2ccccc2c1=O,-10,8,25,-2,-3,6,-2,13
CCCN1C[C@H](C)[C@@H](OC)CN(C)C(=O)c2ccc(NC(=O)c3cnccn3)cc2OC[C@H]1C,26,4,7,-16,1,5,5,-2
C[C@H]1CN([C@@H](C)CO)S(=O)(=O)c2ccc(-c3ccncc3)cc2O[C@@H]1CN(C)C(=O)Nc1ccc(C(F)(F)F)cc1,-1,.,8,9,-2,-12,0,4
Cc1cc(F)ccc1S(=O)(=O)N1CCCOC1CNC(=O)C(=O)NCCCN1CCOCC1 (centres undefined),-1,15,0,.,-7,-1,3,4
C[C@H](CO)N1C[C@H](C)[C@H](CN(C)Cc2ccc(C(F)(F)F)cc2)Oc2ccc(NC(=O)NC3CCCCC3)cc2CC1=O,-3,.,-9,-12,7,-8,0,5
CN(C)C=NC(=O)c1[nH]c2ccc(Cl)cc2c1-c1ccccc1,-1,57,15,6,-5,-3,-1,3
C[C@@H]1CN([C@@H](C)CO)C(=O)c2ccccc2-c2ccccc2CO[C@@H]1CN(C)S(=O)(=O)c1ccc(Cl)cc1,-1,-1,-40,3,-2,1,0,8
COc1ccc(CNC(=O)CN(C(=O)c2csnn2)c2ccccc2F)cc1,-6,-13,2,5,-4,3,1,-3
CCCn1nc2cc(C(=O)NCC34CC5CC(CC(C5)C3)C4)ccc2c1OCC,1,6,.,20,1,22,-6,10
O=C(CSc1nnc(NC(=O)C2CC(=O)N(c3ccccc3)C2)s1)NCC1CCCO1 (centres undefined),0,5,.,.,4,1,-2,.
O=C(CSc1nnc(NC(=O)C2CCC2)s1)NC1CC1,6,0,1,4,.,.,.,.
CCCc1cn(CC[C@@H]2CC[C@@H](NS(=O)(=O)c3ccc(-c4ccccc4)cc3)[C@H](CO)O2)nn1,2,10,-7,.,-6,-1,-2,4
CCCC#Cc1cnc2c(c1)C(=O)N([C@@H](C)CO)C[C@H](C)[C@H](CN(C)C(=O)C1CC1)O2,0,.,-1,.,-2,1,-2,3
C/C=C/CSc1nc2c(c(=O)[nH]c(=O)n2C)n1C(C)C,-1,2,-10,3,.,.,.,.
COc1ccc(C(=O)COC(=O)CCN2C(=O)C3CC=CCC3C2=O)c(OC)c1 (centres undefined),.,-11,.,-1,5,-7,1,-2
O=C(CC1CC1)N1CC(=O)N2[C@H](C1)[C@H](c1ccc(C#Cc3cccc(F)c3)cc1)[C@@H]2CO,.,.,2,11,1,9,0,6
CCCCN(C)C(=O)c1nc2ccccn2c1CN1CCN(C(=O)c2cccs2)CC1,.,10,.,-4,0,14,-2,16
COc1ccc(/C=C(/NC(=O)c2ccco2)C(=O)Nc2cccc(C(=O)O)c2)cc1,0,-14,35,6,-1,-17,-18,3
C/C(=N\NC(=O)c1nn(C)cc1Br)c1ccc(NC(=O)c2ccncc2)cc1,-5,87*,.,-1,0,-7,-5,-15
CCCC(=O)c1c[nH]c(C(=O)NCc2cccnc2)c1,.,1,.,-6,2,-7,.,10
CCCCN1C(=O)C(CC(=O)NCCCCc2ccccc2)CC(C(=O)N(C)C)=C1C (centres undefined),-5,-11,.,12,-1,-7,-2,17
CC1(C(=O)Nc2cccc3cccnc23)CCN1C(=O)CC1CC1 (centres undefined),-1,6,0,.,-1,5,-3,1
C[C@H]1CCCCO[C@H](CN(C)Cc2ccc(C(F)(F)F)cc2)[C@@H](C)CN([C@@H](C)CO)C(=O)c2cc(NS(=O)(=O)c3ccc(Cl)cc3)ccc2O1,1,93*,2,-24,-3,18,0,14
CC(=O)c1ccc(OCCCC(=O)Nc2ccc3c(c2)OCCO3)cc1,1,9,-10,-1,-6,-14,-2,-1
O=C(C[C@H]1C=C[C@@H](NC(=O)c2ccccc2)[C@@H](CO)O1)NCCc1ccncc1,1,8,-11,2,1,-5,0,1
C[C@H]1CN([C@@H](C)CO)C(=O)Cc2cc(NC(=O)Cc3ccccc3)ccc2O[C@H]1CN(C)C(=O)NC1CCCCC1,-8,-5,13,.,8,0,-3,-12
COc1ccccc1C(=O)C1CCCN(Cc2ccc3c(c2)OCCO3)C1 (centres undefined),1,-36,4,-2,4,13,0,-22
COc1ccc(CNc2nnnn2C)cc1,1,14,.,-1,-1,4,-2,12
O=C(COC(=O)c1ccc(CO)cc1)Nc1ccc2ccccc2c1,1,-8,.,10,-2,-3,-3,-6
O=C(CNC(=O)c1ccc(Cl)cc1)c1ccc(Br)cc1,-7,-4,3,-10,-5,0,0,3
CCC1(COC(NC(=O)c2cccnc2)(C(F)(F)F)C(F)(F)F)COC1,3,-12,19,0,.,.,.,.
O=C(CCNS(=O)(=O)c1ccc(Cl)cc1)NCc1cccs1,-227,14,-11,-2,-1,-2,-1,-11
O=C(COC(=O)c1cccc(OC(F)F)c1)Nc1cc(S(=O)(=O)N2CCCC2)ccc1Cl,-5,7,-11,4,-1,9,-6,-3
Cc1ccc(NC(=O)c2ncn(CC(=O)N[C@H](CO)Cc3c[nH]c4ccccc34)n2)cc1C,-3,-13,3,5,11,-20,0,-34
Cc1ccc(CNC(=O)COC(=O)c2cnccn2)cc1,.,.,-3,.,3,-28,1,10
CC1Sc2ccc(C(=O)Nc3cc(S(C)(=O)=O)ccc3Cl)cc2NC1=O (centres undefined),-2,-6,.,3,-4,8,-1,-9
O=C(Nc1ccccc1)c1ccc2nc(-c3ccco3)c(-c3ccco3)nc2c1,6,.,2,0,.,14,.,.
Cc1ccc(S(=O)(=O)Nc2ccc3c(c2)C(=O)N([C@H](C)CO)C[C@H](C)[C@H](CN(C)C(=O)Nc2c(C)noc2C)OCCCC[C@H](C)O3)cc1,-4,4,-5,-3,-1,-1,1,-2
C[C@@H]1CN([C@H](C)CO)C(=O)c2cccc(NC(=O)Nc3ccccc3)c2O[C@H]1CN(C)Cc1ccncc1,0,-4,-4,.,-3,-9,0,-9
O=C(NC1CCCCCC1)c1ccc2nc3cc(Cl)ccc3c(=O)n2c1,.,10,7,-10,0,0,-6,-7

# Not a hit list; 2.1% or so of the library scored in one or more.
